Bioassay records deposited in PubChem BioAssay by several laboratories.
SKKanGAS inh: SKKanGAS growth inhibition. S. pyogenes SKKanGAS, kanamycin growth, BacTiter-Glo, 6 h. inhibition, % at 7.5 µM. 300,000 compounds, 1.3% hits;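 active means mean replicate score, as percent of positive control median, at least 50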;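 further: strain carries kanamycin resistance gene driven by streptokinase promoter and grows in 40 µg/ml kanamycin; loss of luminescence reflects streptokinase promoter inhibition or plain growth inhibition; 0% = median of DMSO wells and 100% = positive control at its reference dose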
MrgX1 ag: human MrgX1 receptor agonism, primary screen; Q96LB2; MrgX1-HEK293 cells, Fluo-4 calcium fluorescence, agonist mode; active compounds read high; B-score at 10 µM; 310,000 compounds, 0.44% hits; AID 588627;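 active means calcium response B-score plate-corrected fluorescence ratio at least 3 library SD, with starting fluorescence B-score inside 5 SD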
Target sequence (Q96LB2 whole entry, looked up): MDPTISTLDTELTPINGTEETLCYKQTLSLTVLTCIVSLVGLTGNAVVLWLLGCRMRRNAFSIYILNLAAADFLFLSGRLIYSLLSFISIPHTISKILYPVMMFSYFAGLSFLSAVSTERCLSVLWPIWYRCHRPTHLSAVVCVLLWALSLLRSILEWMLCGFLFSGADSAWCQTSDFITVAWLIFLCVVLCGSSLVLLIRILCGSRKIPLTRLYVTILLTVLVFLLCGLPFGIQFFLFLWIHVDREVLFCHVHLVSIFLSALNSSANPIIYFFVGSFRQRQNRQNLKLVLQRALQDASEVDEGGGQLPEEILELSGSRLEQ
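times = overnight plating, then 30 min 37 °C plus 30 min room-temperature dye loading | assay system = stable human MrgX1 HEK293 cell line | input = fifteen thousand cells per well | signal = kinetic calcium dye fluorescence, Fluo-4 NW | dosing = compound delivered in addition one of three | read-out = B-scored fluorescence response ratio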
MrgX1 allo act: allosterically activates human MrgX1 receptor signaling. MrgX1-HEK293, Fluo-4 calcium flux, FDSS; active compounds read high. 310,000 compounds, 0.63% hits. B-score at 10 µM;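 active means plate-corrected calcium response at least 3 library SD above typical, normal starting fluorescence, not activating the receptor alone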;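 further: compound read alongside a low EC10 to EC30 dose of BAM8-22 agonist; peak minus trough fluorescence over baseline measured at the second addition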
TRPC4 inh: TRPC4 (mouse) channel inhibition; Q9QUQ5; HEK293 TRPC4beta/mu-opioid, DAMGO-evoked Fluo4 calcium flux; active compounds read low; B-score at 10 µM; 300,000 compounds, 0.39% hits; AID 2247;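 active means B-score over 3 SD under the library average, no early fluorescence shift, positive overall ratio signal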
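Assay system: Stable TRPC4beta/mu-opioid receptor HEK293 cells | Reagent: DAMGO in two steps, submaximal then maximal | Compound dosing: Single concentration per test compound | Signal: Fluo4 Ca2+ flux fluorescence | Evaluation: Per-well B score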
MrgX1 antag: blocks BAM8-22 activation of human MrgX1 receptor. Q96LB2. MRGX1-HEK293 calcium flux, Fluo-4, BAM8-22 antagonism; active compounds read low. B-score at 10 µM. 310,000 compounds, 1.3% hits;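 active means calcium-response B-score plate-corrected more than 3 library SD below zero, starting fluorescence within 5 deviations, no agonist response on first addition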;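 further: peak minus trough fluorescence over baseline after final BAM8-22 challenge near maximal dose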
RGS4 act: RGS4 potentiation or activation; HEK293 M3R/inducible RGS4, carbachol calcium flux Fluo4; active compounds read low; B-score at 10 µM; 310,000 compounds, 0.92% hits; AID 463111;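 active means B-score of the integrated calcium signal more than 4 SD below the library mean, with starting fluorescence not abnormally high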;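 further: negative B-score means reduced calcium response which marks RGS4 activation or potentiation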
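System: HEK293 FlpIn-TREx cells, stable M3R, doxycycline-inducible RGS4. Timing: overnight RGS4 induction, 30 min dye load 37 °C, 20 min compound RT. Also added: carbachol, ECmax concentration. Measured by: Fluo4 fluorescence kinetic imaging of calcium. Evaluation: integrated calcium ratio converted to B score.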
TRPC6 inhibitor: blocks the mouse TRPC6 cation channel; HEK293-TRPC6, membrane potential dye, ACh-evoked depolarization; active compounds read low; B-score at 10 µM; 310,000 compounds, 1.1% hits; AID 2553;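 active means B-score under library mean minus 3 SD, initial fluorescence not abnormally high, positive integrated signal ratio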;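 further: B-score derived from integrated fluorescence ratio over the kinetic read; more negative B-score means stronger inhibition of depolarization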
Platelet DG rel: platelet dense granule release activity | inhibition, %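 (compounds screened at 7.5 µM in platelet-rich plasma)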 | AID 1663 | 300,000 compounds, 0.22% hits | human platelet-rich plasma, SFLLRN dense granule ATP release, luminescence;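 active means mean replicate score, as percent of positive control, at or above 50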
TRPC6 activator: mouse TRPC6 channel activation. B-score at 10 µM. 310,000 compounds, 0.13% hits. Q61143. HEK293-TRPC6 membrane potential dye fluorescence; active compounds read high;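 active means B-score of the integrated fluorescence ratio above library mean plus 3 SD, and starting fluorescence ratio within library mean plus 5 SD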;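 further: higher score means more depolarization so channel activation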
HIF act: HIF pathway transcriptional activation | U2OS HRE-luciferase reporter, luminescence; normalized: DMSO 0%, desferrioxamine 100% | activation, % at 7.5 µM (by protocol) | 300,000 compounds, 0.32% hits | AID 1910;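 active means mean activation of at least 10% of the iron chelator positive control signal, with at least half of replicates also reaching 10%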
RGS4 inh: inhibitors of human RGS4 | P49798 | HEK293 M3R/RGS4 inducible, Fluo-4 calcium flux; active compounds read high; triggered by carbachol at its EC20 | B-score at 10 µM | 310,000 compounds, 0.45% hits;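 active means B-score, a plate-corrected calcium signal, over three deviations above library mean, with baseline fluorescence within five deviations of library mean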;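 further: RGS4 expression induced by doxycycline in cells with stable M3 receptor; B-score is computed from the integrated fluorescence ratio over baseline after carbachol; higher B-score means a larger calcium signal and so more RGS4 inhibition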
Target sequence (P49798 whole entry, looked up): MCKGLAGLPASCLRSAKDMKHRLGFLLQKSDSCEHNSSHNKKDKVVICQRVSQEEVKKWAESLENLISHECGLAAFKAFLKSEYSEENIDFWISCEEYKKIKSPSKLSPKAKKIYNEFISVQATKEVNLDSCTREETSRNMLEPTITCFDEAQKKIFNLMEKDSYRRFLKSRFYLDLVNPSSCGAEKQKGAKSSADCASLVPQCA
The depositor's hits bear a star; i = inactive; nt = not tested or not shown.

SMILES	SKKanGAS inh	MrgX1 ag	MrgX1 allo act	TRPC4 inh	MrgX1 antag	RGS4 act	TRPC6 inhibitor	Platelet DG rel	TRPC6 activator	HIF act	RGS4 inh
COC(=O)c1sc(NC(=O)CSc2nc3cccnc3n2C2CCCCC2)nc1C	24	i	i	i	i	i	i	4	i	0.2	4.9*
CC1(C)CC(=O)C(N=Nc2ccc(S(=O)(=O)N3CCCCCC3)cc2)=C(O)C1	-3	i	i	i	i	i	i	-3	i	-0.3	i
CN(C)CCNCc1ccc(OC2CCCC2)cc1	-1	i	i	i	i	i	i	-4	i	nt	i
O=C(Nc1ccc(Br)cc1)C1CC=CCC1C(=O)OCC1CCCO1 (centres undefined)	3	i	i	i	i	i	i	-3	i	-0.2	i
CC(C)CN(C(=O)CC(C)c1ccccc1)c1c(N)n(Cc2ccccc2)c(=O)[nH]c1=O (centres undefined)	-1	i	i	i	i	i	i	2	i	0.1	i
S=C(NCCC(c1ccccc1)c1ccccc1)Nc1cccc(Cl)c1	102*	i	i	i	i	-7.6*	i	11	i	-0.1	i
O=Cc1c(Sc2ccccc2)nc2ccccn2c1=O	5	i	i	i	i	i	i	3	i	2.7	i
COc1ccc2c(c1)CC(C)C/C2=N\NC(=O)c1ccco1 (centres undefined)	5	i	i	i	i	i	i	2	i	2.0	i
COc1cccc(Cn2nnc(C(=O)NCc3ccc(F)cc3)c2N)c1	-5	i	i	i	i	i	i	23	i	-0.4	i
O=C(CSc1nnc(COc2ccc(F)cc2)o1)N1CCCCC1	-6	i	i	i	i	i	i	0	i	1.1	i
COc1ccccc1C(=O)NC(=O)COc1ccc([N+](=O)[O-])cc1	-10	i	i	i	i	i	i	2	i	-0.5	i
Cc1cccc2sc(N(CCCN(C)C)C(=O)c3nc4ccccc4s3)nc12	2	i	i	i	i	i	i	18	i	-1.7	i
CC(=O)C(Sc1ncnc2sc3c(c12)CCCC3)C(C)=O	48	i	i	i	i	i	i	7	i	0.3	i
Cc1ccc(S(=O)(=O)N2CCN(C(=O)COC(=O)CNC(=O)c3ccccc3)CC2)c(C)c1	2	i	i	i	i	i	i	1	i	-0.1	i
CC(C)CC(CO)N1CCN(C(=O)c2ccc(Cl)cc2Cl)CCC1=O (centres undefined)	-3	i	i	i	i	i	i	-1	i	1.6	i
O=C(O)COc1ccc(/C=N/NC(=O)c2ccc(-c3csc(Nc4ccc(Cl)cc4)n3)cc2)cc1	13	nt	nt	i	nt	i	i	1	i	0.5	i
O=C(c1ccc(F)cc1)C(C(=O)N1CCCCC1)n1ccccc1=O (centres undefined)	-14	i	i	i	i	i	i	-3	i	-0.4	i
CSc1ccc(S(=O)(=O)NCC(=O)OC2CCOC2=O)cc1[N+](=O)[O-] (centres undefined)	-6	i	i	i	i	i	i	-3	i	-0.2	i
CCc1cc(C(=O)Nc2ccccc2)cs1	-5	i	i	i	i	i	i	3	i	1.9	i
NC(=O)c1ccccc1NC(=O)/C=C/C(=O)O	-10	i	i	i	i	i	i	-7	i	-0.8	i
COc1ccc(S(=O)(=O)NCC(=O)N(CC2CCCO2)C(C(=O)NC2CCCC2)C(C)C)cc1 (centres undefined)	-4	i	i	i	i	i	i	1	i	0.6	i
CC1(C)N=C(N)NC(Nc2cccc(Br)c2)=N1	1	i	i	i	i	i	i	4	i	0.1	i
CC(C(=O)Nc1ccccc1)N(c1cccc(Cl)c1)S(C)(=O)=O (centres undefined)	-5	i	i	i	i	i	i	-3	i	-0.2	i
S=C(Nc1ccccc1Cl)NC1CC2CCCC(C1)N2C1CC1 (centres undefined)	-2	i	i	i	i	i	i	15	i	-0.7	i
Cc1cc(C)n2nc(SCC3COc4ccccc4O3)nc2n1 (centres undefined)	-4	i	i	i	i	i	i	0	i	3.5	i
CCCCCCC(C)OC(=O)Nc1cccc2ccccc12 (centres undefined)	19	i	i	i	i	i	i	-5	i	-1.0	i
O=C(Nc1ccccc1)c1ccccc1NC(=O)c1ccccc1C(=O)O	-2	i	i	i	i	i	i	0	i	0.6	i
O=C(c1cc([N+](=O)[O-])ccc1Cl)N1CCN(Cc2ccccc2)CC1	5	i	i	i	i	i	i	16	i	0.1	i
O=C(NCCc1ccccn1)C1CCN(S(=O)(=O)c2ccc(Cl)cc2)CC1	-5	i	i	i	i	i	i	-1	i	0.1	i
CCCn1c(SCC(=O)NC2CC2)nnc1-c1cccs1	-1	i	i	i	i	i	i	12	i	0.4	i
COCCCn1c2nc3ccccc3nc2c2c(=O)n(Cc3ccccc3Cl)cnc21	22	i	i	i	i	i	i	-5	i	0.0	i
CCOCCCNC(=S)N1CCN(c2nc(-c3ccccc3)cs2)CC1	-3	i	i	i	i	i	i	13	i	0.9	i
Cc1ccnn1CC(=O)N/N=C/c1ccc2c(c1)OCO2	6	i	i	i	i	i	i	-5	i	0.3	i
COc1ccc(-c2cc(=O)c3ccccc3o2)cc1	-2	i	i	i	i	i	i	0	i	3.2	i
O=C(O)c1ccccc1SCc1csc(-c2ccccc2)n1	-2	i	i	i	i	i	i	-10	i	0.0	i
CC(=O)c1cccc(NC(=O)C(OC(=O)c2cccc(S(=O)(=O)N(C)c3ccccc3)c2)c2ccccc2)c1 (centres undefined)	7	i	i	i	i	i	i	7	i	0.1	i
CC(C)c1ccc(NC2CCCN(C(=O)CN3CCOC3=O)C2)cc1 (centres undefined)	-7	i	i	i	i	i	i	0	i	0.5	i
CCN(CC)C(c1ccc(F)cc1)c1nnnn1CC1CCCO1 (centres undefined)	-2	i	i	i	i	i	i	-23	i	-0.3	i
CCOc1ccc(CCNC(=O)Cn2cccc2C(=O)c2ccccc2C)cc1OCC	0	i	i	i	i	i	i	-3	i	0.2	i
COc1ccc(NC(=O)N(Cc2cc3ccc(OC)cc3[nH]c2=O)CC2CCCO2)cc1 (centres undefined)	-11	i	i	i	i	i	i	-6	i	2.0	i
Cc1ccc2c(c1)NC(=O)c1cccnc1N2	5	i	i	i	i	i	i	14	i	1.9	i
Cc1nnc(SCCCCSc2nnc(C)c(=O)[nH]2)[nH]c1=O	3	i	i	i	i	i	i	-1	i	-0.1	i
CC(C)CCNC(=O)C(c1ccco1)N(C(=O)Cn1nnc2ccccc21)c1ccc2c(c1)OCO2 (centres undefined)	8	i	i	i	i	i	i	-1	i	0.0	i
COc1ccc(S(=O)(=O)N(C)CC(=O)N2CCC(C(N)=O)CC2)cc1	0	i	i	i	i	i	i	0	i	-0.5	i
COc1ccc(-c2c(C#N)c(SCC(=O)c3cc4ccccc4oc3=O)nc(C)c2C(=O)Nc2ccccc2)cc1	26	i	i	i	i	i	i	0	i	1.3	i
CCN(CC(=O)NCc1ccc(F)cc1)C(=O)C1CC1C (centres undefined)	4	i	i	i	i	i	i	7	i	-0.1	i
COc1ccc(-c2n[nH]c(=S)n2-c2ccc(C)cc2)cc1	-3	i	i	i	i	i	i	1	i	-0.2	i
CCN(CC)S(=O)(=O)c1ccc2oc(C(=O)N3CCCCCC3)c(C)c2c1	-24	i	i	i	i	i	i	-3	i	-0.9	i
CC(=O)Nc1cccc(-c2nnc3n2CC(C)S3)c1 (centres undefined)	3	i	i	i	i	i	i	3	i	-0.4	i
CCn1nccc1C(=O)Nc1ccc(Cl)cn1	2	i	i	i	i	i	i	13	i	1.7	i
COc1ccc(N2CCN(C(=O)C(NC(=O)c3c(F)cccc3F)C(C)C)CC2)cc1 (centres undefined)	3	i	i	i	i	i	i	-10	i	-0.3	i
COc1ccc(CN2CCN(CCc3ccccc3)C(CCO)C2)cc1Cn1cncn1 (centres undefined)	7	i	i	i	i	i	i	-1	i	0.1	i
OCCNCc1cc(Br)ccc1OCc1ccc(Cl)cc1Cl	2	nt	nt	-8*	nt	i	i	23	i	0.5	i
COc1ccc(-n2cnc3cc(NCc4ccccn4)ccc32)cc1	-2	i	i	i	i	i	i	8	i	0.6	i
Cc1nc2scc(C)n2c(=O)c1S(=O)(=O)Nc1ccc(N2CCOCC2)cc1	3	i	i	i	i	i	i	-4	i	-0.5	i
CC(=O)/C(=C\N(C)C)Sc1ccc(Cl)cc1	1	i	i	i	i	i	i	24	i	-0.4	i
Cc1cccc(CSC2=NCCN2C(=O)c2ccc(Br)o2)c1	1	i	i	i	i	i	i	-2	i	nt	i
COc1cccc(C(=O)NC(=O)Nc2cc(C)[nH]n2)c1	1	i	i	i	i	i	i	8	i	2.6	i
Cc1cccc(C)c1NC(=O)COC(=O)c1ccc2[nH]c3c(c2c1)CCCC3	5	i	i	i	i	i	i	2	i	0.3	i
Cc1cc(C)n2nc(C(=O)OCC(=O)NNC(=O)c3ccc(Cl)cc3)nc2n1	-5	i	i	i	i	i	i	-2	i	-1.3	i

Record cards, from the list above. Order of screens: SKKanGAS inh	MrgX1 ag	MrgX1 allo act	TRPC4 inh	MrgX1 antag	RGS4 act	TRPC6 inhibitor	Platelet DG rel	TRPC6 activator	HIF act	RGS4 inh
Shown for `Cc1cccc(C)c1NC(=O)COC(=O)c1ccc2[nH]c3c(c2c1)CCCC3` : 5	i	i	i	i	i	i	2	i	0.3	i
Shown for `COc1cccc(C(=O)NC(=O)Nc2cc(C)[nH]n2)c1` : 1	i	i	i	i	i	i	8	i	2.6	i

(listing goes on)
SMILES	SKKanGAS inh	MrgX1 ag	MrgX1 allo act	TRPC4 inh	MrgX1 antag	RGS4 act	TRPC6 inhibitor	Platelet DG rel	TRPC6 activator	HIF act	RGS4 inh
CCC1Cc2c(nc(N)c3c(N)nc(N4CCOCC4)c(C#N)c23)O1 (centres undefined)	4	i	i	i	i	i	i	3	i	-0.7	i
C/C(N)=C(/C#N)C(=O)COC(=O)C1CCN(C(=O)c2ccc(Cl)cc2)CC1	-4	i	i	i	i	i	i	6	i	-0.3	i
Cc1c(Cl)c(-c2n[nH]c(=S)n2CC(C)C)nn1C	2	i	i	i	i	i	i	-8	i	0.1	i
O=C(CSc1nnc(Cc2ccccc2)n1-c1ccccc1)NNC(=O)Cc1ccccc1	-3	i	i	i	i	i	i	-2	i	0.5	i
COc1cc(C2NC(=O)NC(C)=C2C(=O)OC(C)(C)C)ccc1OCC(N)=O (centres undefined)	1	i	i	i	i	i	i	2	i	0.0	i
